# From PubChem BioAssay
# OXTR potentiator = potentiates the human oxytocin receptor response; AID 2445; 0.061% of 320,000 active; activation, % at 3 µM; CHO-OTR cells, Fluo-8 calcium fluorescence, potentiator mode; 0% = oxytocin EC15, 100% = EC100;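 active means activation above that plate's cutoff, the mean activation of tested compounds plus 3 SD, cut at about 6.6% in these data, passing the limit was not always enough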;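 further: 100% uses oxytocin at 75 nM as the full agonist control; some results filed as inactive read as strong as hits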
#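 Assay system: CHO cell line stably expressing human OTR | Also added: Oxytocin at about EC15, sub-maximal agonist stimulus | Times: Compound 6 min at room temperature before oxytocin, 100 s read | Measured by: Fluo-8 intracellular calcium fluorescence, ex 470-495, em 515-575 nm | Controls: EC15 oxytocin alone as 0%, 75 nM oxytocin as 100%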
# CHO-K1 Ca ag = counter-screen for M1 agonists: effect in parental CHO-K1 cells; activation, % at 3 µM; Fluo-8 calcium fluorescence; scaled to maximal ATP response, vehicle zero; 0.48% of 360,000 active; AID 602248; in the data active means activation above about 15%;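 further: untransfected CHO-K1 host cells lacking M1 receptor as counterscreen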
# CHO-K1 Ca antag = nonselective inhibitor or artifact in parental CHO-K1 cells | ATP-induced calcium, Fluo-8 fluorescence | inhibition, % at 3 µM | 0.6% of 360,000 active | AID 602250;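 active means inhibition above a per-plate cutoff, the plate's mean sample inhibition plus 3 SD, cut at about 24% in these data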;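 further: 0% = DMSO plus EC80 ATP and 100% = DMSO alone without ATP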
# CHO parental Ca = counter-screen for OX1R antagonists: effect in parental CHO cells; parental CHO-K1, ATP-induced calcium, Fluo-8 fluorescence; AID 463079; inhibition, % at 5.6 µM; 0.63% of 330,000 active;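 active means inhibition above that plate's mean sample inhibition plus 3 SD, cut at about 26% in these data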;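 further: 0% = ATP-challenged DMSO wells and 100% = DMSO wells without ATP; some compounds past the cut are filed as inactive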
#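 test system = CHO parental line | reagent = ATP stimulus | measured by = intracellular calcium via Fluo-8 no-wash fluorescent dye | control set = ATP and no-ATP DMSO wells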
# TAAR1 agonist = human TAAR1 agonism | Q96RJ0 | CHO RD-HGA16 TAAR1, Fluo-8 calcium fluorescence; vehicle wells 0%, saturating PEA agonist 100% | activation, % at 3 µM | 0.99% of 360,000 active;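 active means activation above the mean activation of all test compounds in the run plus 3 SD, cut at about 38% in these data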
# Target sequence (Q96RJ0 whole entry, looked up): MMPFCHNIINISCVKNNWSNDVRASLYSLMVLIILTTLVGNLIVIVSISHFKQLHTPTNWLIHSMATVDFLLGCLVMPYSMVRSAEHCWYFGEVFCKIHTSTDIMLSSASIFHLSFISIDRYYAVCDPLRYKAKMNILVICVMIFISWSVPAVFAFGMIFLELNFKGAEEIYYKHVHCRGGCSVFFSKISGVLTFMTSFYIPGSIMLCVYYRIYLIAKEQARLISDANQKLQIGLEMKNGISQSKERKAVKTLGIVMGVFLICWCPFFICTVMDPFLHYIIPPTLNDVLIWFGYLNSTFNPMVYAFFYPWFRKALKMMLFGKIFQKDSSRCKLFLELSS
#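 System: CHO-derived RD-HGA16 cells with stable Gα16 and human TAAR1 / Times: 17-24 h plating, Fluo-8 75 min 37 °C, 30 min RT / Technique: calcium-sensitive Fluo-8 signal, excitation 470-495, emission 515-575 nm / Measure: % activation relative to PEA EC100 response / Benchmarks: DMSO and PEA EC100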
# CHO-K1 Ca PAM = M1 PAM counterscreen hit in parental CHO-K1 cells | ATP EC20, Fluo-8 calcium fluorescence; 0% at ATP EC20, 100% at ATP max | activation, % at 3 µM | 0.02% of 360,000 active;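 active means activation above the run cutoff, the mean activation of all test compounds plus 3 SD, cut at about 40% in these data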;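 further: peak over basal fluorescence ratio in a 140 s read after ATP addition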
# M1 ag = human M1 muscarinic receptor agonism; 0.33% of 360,000 active; CHO-K1 hM1, Fluo-8 calcium fluorescence, agonist mode; 0% DMSO, 100% acetylcholine EC100; P11229; activation, % at 3 µM;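 active means activation above the run's mean compound activation plus 3 SD, cut at about 16% in these data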;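 further: peak over basal fluorescence ratio within a 140 s kinetic read after compound addition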
# TAAR1 antagonist = human TAAR1 antagonism | inhibition, % at 3 µM | 1.5% of 360,000 active | CHO RD-HGA16 TAAR1, Fluo-8 calcium fluorescence, antagonist | AID 624466;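 active means inhibition above a per-plate cutoff, the mean inhibition of test compounds on that plate plus 3 SD, cut at about 49% in these data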;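 further: 0% = DMSO plus EC80 beta-PEA response and 100% = DMSO alone without agonist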
#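 Test system – hTAAR1-expressing CHO RD-HGA16 cells, Gα16-coupled · Reagent – β-PEA at EC80 concentration, post-compound challenge · Compound dosing – 3 µM, single point · Timing – 140 s kinetic read after compound, 140 s after agonist · Detection – Fluo-8 intracellular calcium dye fluorescence, real-time kinetic reads · Control set – DMSO and EC80 PEA controls · Repeats – n of 1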
# V1aR counter = V1a receptor agonism, counter-screen for OXTR agonists; P37288; CHO-V1R cells, Fluo-8 calcium fluorescence, agonist mode; 0% DMSO, 100% 3 nM vasopressin; activation, % at 3 µM; 0.25% of 320,000 active; AID 2797;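 active means activation above the mean activation of all tested compounds plus 3 SD, per screening run, cut at about 20% in these data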;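 further: signal is peak over basal fluorescence ratio across a 100 second FLIPR read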
# Target sequence (P37288 whole entry, looked up): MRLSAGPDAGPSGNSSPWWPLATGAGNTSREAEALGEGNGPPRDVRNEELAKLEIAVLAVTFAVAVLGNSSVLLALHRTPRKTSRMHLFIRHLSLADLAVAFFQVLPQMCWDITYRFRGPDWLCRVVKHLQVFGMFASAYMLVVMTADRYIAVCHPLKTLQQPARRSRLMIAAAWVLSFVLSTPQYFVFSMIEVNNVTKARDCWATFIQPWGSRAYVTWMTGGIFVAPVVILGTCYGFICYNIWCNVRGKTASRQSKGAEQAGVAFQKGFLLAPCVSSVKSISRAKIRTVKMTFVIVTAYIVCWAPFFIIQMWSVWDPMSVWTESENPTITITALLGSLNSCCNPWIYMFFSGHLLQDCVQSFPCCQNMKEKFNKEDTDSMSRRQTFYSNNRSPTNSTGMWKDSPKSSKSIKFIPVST
# Starred values were filed as active, the others as inactive; · = not tested or not shown. Hits appear at their usual frequency; about 3.3% have a hit in one of these screens.
smiles	OXTR potentiator	CHO-K1 Ca ag	CHO-K1 Ca antag	CHO parental Ca	TAAR1 agonist	CHO-K1 Ca PAM	M1 ag	TAAR1 antagonist	V1aR counter
Cc1ccc(NC(=S)Nn2cnnc2)c(C)c1	·	0.1	0	·	2	13	0	-9	·
O=C(Cn1nc(Cl)nc1Cl)c1cc2ccccc2oc1=O	-1	0.4	0	-10	7	14	-5	10	0.0
Cc1cc(C)cc(-c2nnc(SCC(=O)Nc3cc(C)on3)o2)c1	·	0.1	4	·	0	-19	0	-13	·
O=C(CCCCCCCC(=O)N1CCCCC1)N1CCCCC1	·	1.1	-18	·	-1	26	8	-7	·
NS(=O)(=O)c1cc(C(=O)Nc2ccc3c(c2)CCC3)ccc1Cl	-2	1.7	-4	4	-2	4	-6	0	2.1
CC1CC(C)(C)NC(=S)N1CCC(=O)NCc1ccc(F)cc1 (centres undefined)	-4	0.3	-10	-9	0	-11	-9	-15	-0.2
O=c1ccc(-c2ccc(S(=O)(=O)NCc3cccc(Br)c3)s2)n[nH]1	-14	1.1	4	-9	5	13	-1	30	7.4
CC(C)COc1ccc(-c2nnc(-c3ccco3)o2)cc1	-9	-0.1	4	-12	10	-4	-4	-8	0.2
CCCCNC(=O)Nc1cc(C(=O)OC)ccc1C	-7	0.0	2	-15	0	-4	-3	2	-0.8
COc1ccc(NC(=O)c2ccccc2)cc1	0	-0.1	0	-10	1	-12	-2	5	-0.4
Nc1nc(NCCCN2CCOCC2)nc(Nc2ccccc2)c1[N+](=O)[O-]	1	2.4	-14	-5	2	25	-8	-6	1.4
COc1cccc2cc(C(=O)Nc3cccnc3N3CCOCC3)c(=O)oc12	-2	-0.1	-1	-6	2	-3	4	4	0.6
Cc1ccc(C(C(=O)NCc2ccco2)N(C(=O)CNC(=O)c2cccs2)c2c(C)cccc2C)cc1 (centres undefined)	-13	0.6	-5	-26	6	23	-5	5	-0.1
CCSc1nnc([C@H](C)NC(=O)OC(C)(C)C)o1	-1	-0.1	7	0	10	4	-3	-12	-0.9
Cc1nn(C)c(C)c1S(=O)(=O)N(CC(=O)NC1CCCCCC1)c1ccc(C(C)C)cc1	-5	-0.4	9	-1	0	1	0	1	1.0

# A portion from the list above, for reference:
smiles	OXTR potentiator	CHO-K1 Ca ag	CHO-K1 Ca antag	CHO parental Ca	TAAR1 agonist	CHO-K1 Ca PAM	M1 ag	TAAR1 antagonist	V1aR counter
Cc1ccc(NC(=S)Nn2cnnc2)c(C)c1	·	0.1	0	·	2	13	0	-9	·
O=C(Cn1nc(Cl)nc1Cl)c1cc2ccccc2oc1=O	-1	0.4	0	-10	7	14	-5	10	0.0

# The list goes on.
smiles	OXTR potentiator	CHO-K1 Ca ag	CHO-K1 Ca antag	CHO parental Ca	TAAR1 agonist	CHO-K1 Ca PAM	M1 ag	TAAR1 antagonist	V1aR counter
CCCCOC(=O)NC1CCc2cc(OC)c(OC)c(OC)c2-c2ccc(SC)c(=O)cc21 (centres undefined)	·	0.2	-4	·	-2	-10	-9	-11	·
COC(=O)CCCC(=O)N1CCC(CO)(CCc2ccccc2)CC1	-16	0.5	-12	-12	2	-9	1	-9	1.1
CCCCCCN1C[C@@H](n2cc(COC(=O)c3ccccc3)nn2)[C@H](O)C[C@@H]1c1ccc(C)cc1	·	0.2	-14	·	3	18	-2	-1	·
CCNC(=S)N(CCc1ccc(S(N)(=O)=O)cc1)C1CC(=O)N(c2ccccc2)C1=O (centres undefined)	-16	2.5	-9	4	15	33	2	6	1.1
O=C(CSc1nc(=O)n2cc(Cl)ccc2n1)Nc1ccc2c(c1)OCO2	-6	0.0	16	-15	2	-7	-2	-28	-1.3
COC(=O)C1CCN(CC(=O)Nc2ccccc2Sc2ccccc2)CC1	-13	2.9	-9	-20	13	31	-9	8	0.0
N#Cc1cn(CC(=O)NCC2CCCO2)c2ccccc12 (centres undefined)	-1	0.3	-17	-12	10	7	-2	1	-0.7
O=C(O)c1ccc(NC(=S)NC(=O)C(c2ccccc2)c2ccccc2)cc1	-3	1.2	-4	4	2	5	-3	-14	1.5
O=C(CNC(=O)C1(c2ccccc2)CC1)Nc1ccc(F)c(F)c1	-5	3.1	5	-20	1	-14	-2	-16	-0.8
CC(=O)Nc1ccc(C(=O)Nc2ccc3c(c2)OCCO3)cc1	-7	-0.5	11	2	1	2	-2	-11	1.2
CCC(=O)N1CCc2cc(S(=O)(=O)CCC(=O)NC3CCCCC3)ccc21	1	0.7	-16	-13	1	3	-3	-20	-1.4
CCOc1ccc(NC(=O)CC2C(=O)N(c3ccccc3)C(=O)N2Cc2ccco2)cc1 (centres undefined)	-20	1.4	1	-14	3	3	-3	0	-0.6
CCN(CC)c1ccc(NC(=O)c2cccnc2)cc1	-4	-0.1	7	-4	0	-6	-3	-4	0.1
O=C(COc1ccccc1Br)NCc1ccccn1	-6	0.1	-8	-13	2	10	-7	17	-0.4
C=CCNC(=O)CN1CCC(n2nnc3cc(C(F)(F)F)ccc32)CC1	0	1.9	-13	-13	7	14	-7	-14	0.5
Cc1cc(OCC(=O)N[C@@H](Cc2ccccc2)c2nc3ccccc3[nH]2)ccc1Cl	-1	-0.9	13	-14	5	6	-6	-29	-1.5
COc1ccc(NN=Nc2nc3c([nH]2)c(=O)n(C)c(=O)n3C)cc1	4	2.9	-7	-4	0	24	-4	-35	0.3
COc1cc(NS(=O)(=O)c2ccc(Nc3nc(-c4ccccn4)cs3)cc2)nc(OC)n1	-9	0.4	-10	-16	10	12	-5	-4	-0.1
CC(C)OC(=O)/C(=C\C=C\c1ccccc1)NC(=O)c1ccccc1	-3	1.6	17	-17	-1	-5	-3	27	-0.4
CN(Cc1cnn(-c2ccccc2)c1)C(=O)c1cccc(S(=O)(=O)N(C)c2ccccc2)c1	·	8.8	-4	·	3	3	0	63*	·
O=C(N/N=C/c1ccc2cccnc2c1)c1nc2ccccc2c(=O)[nH]1	-2	0.6	2	0	0	3	-2	7	0.8
Cc1cc(S(=O)(=O)N2CCN(CC(=O)NC(C)(C#N)C3CC3)CC2)ccc1Br (centres undefined)	·	0.5	-7	·	5	20	-4	-17	·
Cc1noc(C)c1COc1ccccc1C(=O)N1CCN(S(=O)(=O)c2cccc([N+](=O)[O-])c2)CC1	-4	2.2	1	-18	7	-3	-6	-5	0.1
CCC1CCCCN1CCCNC(=O)CNC(=O)c1nn(-c2ccc(OC)cc2)c(=O)c2ccccc12 (centres undefined)	-5	0.1	-12	-27	-2	-2	-11	14	0.0
CN1CCN(C(CNC(=O)C(=O)Nc2ccc3c(c2)OCO3)c2ccc(F)cc2)CC1 (centres undefined)	-6	2.9	5	-6	2	10	-7	-9	1.3
Cc1cc(=O)[nH]c(N/N=C/c2cccc([N+](=O)[O-])c2)n1	-6	·	·	-9	1	·	·	9	0.0
COCC(=O)N/N=C(\C)CC(=O)Nc1ccccc1C(N)=O	-8	-0.3	13	-5	1	-4	0	3	0.4
Cc1c(-c2ccccc2)nc2ccccc2c1C(=O)Nc1ccncc1	-2	4.1	-9	-20	3	17	-3	-11	3.1
O=C(O)CCN1CCc2ccccc21	-14	3.9	1	3	5	7	-1	-20	0.6
Cc1ccc2nsnc2c1NC(=O)c1ccc(-c2cc(Cl)ccc2Cl)o1	0	0.1	2	-3	-3	5	-3	-12	-1.2
CCCCC1(C)NC(=O)c2c(C)sc(C(=O)OCC)c2N1 (centres undefined)	-16	-0.4	-5	-16	-3	7	-5	22	-1.8
Nn1c(SCC(=O)Nc2ccccc2)nnc1C1CCCCC1	-3	-0.1	-5	0	0	-2	-6	-14	-0.2
O=C(Cn1nnc(-c2ccccc2)n1)NC(=O)NC1CCCC1	-2	0.5	-15	-12	1	9	-4	-1	1.3
CC(C)CN(C(=O)C1CC1)C1CCS(=O)(=O)C1 (centres undefined)	5	1.0	7	-1	1	16	-4	-9	0.0
CCOC(=O)N1CCN(C(=O)CNCc2cccs2)CC1	-1	0.5	-11	-1	6	21	-7	-2	0.8
C/C(=N/NC(=O)c1ccccn1)c1ccncc1	-1	1.0	-18	-5	0	5	1	4	0.4
CCSc1nnc(NC(=O)c2cccs2)s1	-8	0.6	5	7	5	10	-2	-13	-0.2
N#CC1=C(N)OC2=C(CCc3ccccc32)C1c1ccccc1 (centres undefined)	-2	0.6	-5	-4	2	18	-13	-3	-0.9
Cc1ccc(-n2c(=O)[nH]cc(C(=O)N3CCc4ccccc43)c2=O)cc1	-6	-0.2	6	-6	16	2	-1	-1	1.3
N#CCCn1cc(C=O)c(-c2cccs2)n1	-17	1.1	-7	8	7	-1	-3	-35	0.3
CCCn1c(=O)c2c(c3ccccc31)OCC(=O)N2	-8	0.9	-9	-8	13	17	-3	-16	0.7
COCCn1c(SCC(=O)NCc2ccccc2)nc2ccccc21	-10	-0.2	-16	-4	-2	1	-3	-2	-0.5
COc1cc(C(C(=O)NC2CCCC2)N(C(=O)Cc2cccs2)C2CC2)cc(OC)c1OC (centres undefined)	-7	-0.2	-1	-8	1	7	-6	9	0.4
Cc1cc(-c2n[nH]c(=S)n2-c2ccc(C)c(C)c2)no1	8	0.1	-5	-6	4	16	-7	-4	1.8
O=C(NCCNc1ccccc1[N+](=O)[O-])c1cc(F)c(F)cc1Cl	-4	0.5	5	-20	0	-20	0	-2	0.7
Clc1cccc(CSc2nnc(-c3cccnc3)n2Cc2ccco2)c1	-7	1.0	-12	-16	·	3	-2	·	0.3
COc1cc(-c2nnco2)cc(OC)c1OC	-10	·	·	-11	-1	·	·	22	1.0
O=C(Nc1nccs1)c1cccc(NC(=O)c2ccco2)c1	-7	3.5	-9	-6	8	16	-2	17	0.4
O=C(c1ccccc1)c1ccc(OCC(O)CN2CCCC2)cc1 (centres undefined)	-11	1.7	-17	-20	3	20	-6	-26	22*
CCCn1c(=S)[nH]c2ccc(C(F)(F)F)cc21	4	0.5	-6	-9	17	-14	-6	-28	0.6
Oc1ccc(Br)cc1/C=N/n1c(C2CCCCC2)n[nH]c1=S	-2	0.1	0	19	-2	-11	-3	-9	0.6
O=C(Nc1ccccc1C(=O)N1CCCCCC1)c1ccccc1	-2	0.1	-9	-16	-1	11	-4	4	-0.1
